High-throughput results (PubChem)
Bcl-XL Bim block: human Bim-Bcl-XL interaction inhibition | hit rate 0.04% among 190,000 | Q07817 | Bim peptide-Bcl-XL binding, bead flow cytometry, fluorescence | AID 1007 | inhibition, % at 10 µM
Bim-Bcl-W: human Bim-Bcl-W interaction inhibition; Q92843; bead-based flow cytometry, Bim peptide-Bcl-W binding; inhibition, % at 10 µM; hit rate 0.02% among 190,000; AID 952;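 also: 0% = bound tracer without compound and 100% = peptide blocker; higher means less fluorescent Bim peptide bound to Bcl-W beads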
Bfl-1 Bim block: disrupts Bim binding to human Bfl-1 | Bead-based flow cytometry, Bim-Bfl-1 binding inhibition | inhibition, % at 10 µM | hit rate 0.12% among 190,000 | AID 1008;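 also: 0% = wells without compound plus tracer and 100% = blocker peptide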
Bim-Bcl-B: disrupts Bim peptide binding to human Bcl-B; Q9HD36; bead-based flow cytometry; inhibition, % at 10 µM; hit rate 0.073% among 190,000; AID 951;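 also: 0% = tracer peptide without compound and 100% = reference inhibitor peptide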
Target sequence (Q9HD36 whole entry, looked up): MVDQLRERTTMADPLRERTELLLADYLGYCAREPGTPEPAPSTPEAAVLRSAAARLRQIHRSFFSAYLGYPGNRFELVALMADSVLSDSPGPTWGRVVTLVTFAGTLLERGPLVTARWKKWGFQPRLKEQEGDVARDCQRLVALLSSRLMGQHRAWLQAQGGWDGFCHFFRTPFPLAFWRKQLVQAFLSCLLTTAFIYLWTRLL
GSH bead fluor: GSH bead compound fluorescence profile. hit rate 0.25% among 190,000. fluorescence (KMESF) at 10 µM. GSH beads flow cytometry, compound fluorescence 488/530 nm; hits give high values; in the data active = fluorescence above about 89;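 also: glutathione beads carrying GST-tagged Bcl family fusion proteins plus one bare bead set; values are compound well signal with DMSO vehicle wells as background; inactives centre near 16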
RGS7-Gao: human RGS7-Galphao interaction regulation; P09471; Multiplexed bead flow cytometry, RGS7-Galphao binding; actives lie on both sides; binding response (% of control), % at 10 µM; hit rate 0.35% among 220,000; in the data active = binding response below about 49% or above about 150%; inconclusive = no clear call, values can overlap the other calls; inactive = in between;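 also: fluorescent Galphao held in activated GDP-AlF4 state binding bead-coupled RGS7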
RGS4-Gao reg: modulates binding of RGS4 to human Galphao. P09471. binding response (% of control), % at 10 µM. hit rate 0.33% among 220,000. Multiplexed bead flow cytometry; actives lie on both sides. AID 1415; in the data active = binding response below about 49% or above about 150%; inactive = in between;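 also: fluorescent Galphao activated with aluminum fluoride binding bead-coupled RGS4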
ABCG2 inh: human ABCG2 inhibition, ABCB1 as counter-screen; IgMXP3 cells, JC-1 efflux, flow cytometry; Q9UNQ0; hit rate 0.1% among 190,000; inhibition, % at 6.6 µM;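 active = inhibition above 80%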;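 also: 0% = DMSO and 100% = nicardipine control wells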
Target sequence (Q9UNQ0 whole entry, looked up): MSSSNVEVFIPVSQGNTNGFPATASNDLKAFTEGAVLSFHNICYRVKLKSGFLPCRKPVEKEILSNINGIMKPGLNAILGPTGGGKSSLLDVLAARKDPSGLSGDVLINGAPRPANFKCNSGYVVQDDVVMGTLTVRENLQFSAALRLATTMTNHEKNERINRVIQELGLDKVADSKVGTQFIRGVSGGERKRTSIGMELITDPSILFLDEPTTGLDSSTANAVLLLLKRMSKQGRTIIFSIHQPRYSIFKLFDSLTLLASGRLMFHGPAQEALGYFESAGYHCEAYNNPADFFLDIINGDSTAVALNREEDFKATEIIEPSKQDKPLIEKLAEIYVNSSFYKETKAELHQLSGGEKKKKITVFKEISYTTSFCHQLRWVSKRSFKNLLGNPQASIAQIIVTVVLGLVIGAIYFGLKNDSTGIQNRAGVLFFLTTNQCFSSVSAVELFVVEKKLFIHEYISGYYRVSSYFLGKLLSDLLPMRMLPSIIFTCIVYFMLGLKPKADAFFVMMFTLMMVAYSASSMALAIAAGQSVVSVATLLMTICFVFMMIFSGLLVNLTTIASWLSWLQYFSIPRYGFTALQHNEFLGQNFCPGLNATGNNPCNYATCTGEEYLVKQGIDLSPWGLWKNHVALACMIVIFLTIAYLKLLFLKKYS
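Read-out basis: Efflux inhibition in percent versus controls | Test system: ABCG2 IgMXP3 and barcoded ABCB1 CCRF-Adr cell mix | Quantity: 3 million cells/mL in well | Schedule: 10 min at 25 °C | Control set: Nicardipine as high control, DMSO as low control | Reagent: JC-1 as fluorescent efflux pump substrate | Signal: Flow cytometry of retained JC-1 fluorescence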
Bcl-2 Bim block: inhibitors of Bim-Bcl-2 interaction, human; inhibition, % at 10 µM; hit rate 0.06% among 190,000; Bead-based flow cytometry, Bim peptide-Bcl-2 binding; in the data active = inhibition above about 40%; inconclusive = no clear call, values can overlap the other calls;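 also: 0% = no compound wells with probe peptide and 100% = reference peptide inhibitor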
ABCB1 block: inhibitors of human ABCB1 transporter, ABCG2 counter-screen; inhibition, % at 6.6 µM; hit rate 0.067% among 190,000; P08183; CCRF-Adr cells, JC-1 efflux, flow cytometry; AID 1326; in the data active = inhibition above about 40%;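 also: 0% = vehicle and 100% = reference inhibitor; higher value means more JC-1 retained so stronger ABCB1 efflux block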
Avidin bead fluor: avidin bead compound fluorescence profile; fluorescence (KMESF) at 10 µM; Avidin beads, compound fluorescence 488/530 nm, flow cytometry; hits give high values; AID 1775; hit rate 0.38% among 220,000; in the data active = fluorescence above about 47; also: inactives centre near 10
* marks the source's active call; other numbers are inactive results; ? = inconclusive; . = no result given. Rule as the data show it, unless noted: active = inhibition above about 40%.

The line under a structure holds: Bcl-XL Bim block	Bim-Bcl-W	Bfl-1 Bim block	Bim-Bcl-B	GSH bead fluor	RGS7-Gao	RGS4-Gao reg	ABCG2 inh	Bcl-2 Bim block	ABCB1 block	Avidin bead fluor
- O=C(Nc1ncn[nH]1)c1ccc([N+](=O)[O-])cc1[N+](=O)[O-]
  -2	0	-4	-1	23	98	93	1	-7	0.1	24
- CCOc1ccc(C(CC(=O)O)n2cnnn2)cc1 (stereo not given)
  -6	-3	-4	-3	11	100	101	-1	-3	-0.2	17
- O=C(Nc1ccc(SC(F)F)cc1)c1ccc2nccnc2c1
  -3	-1	-1	-7	35	94	91	4	-7	0.3	13
- CCC(C)N=CC1=C(O)CC(c2ccccc2)CC1=O (stereo not given)
  1	0	0	0	10	102	112	2	0	1.0	15
- CC(=O)c1ccc(NC(=S)NNC(=O)NC2CCCCC2)cc1
  -6	-4	0	-21	16	?	103	15	-2	-0.3	9
- Cc1ccc(/C=N/Nc2nc3ccccc3s2)o1
  -4	-1	2	-1	9	101	99	-7	2	-4.0	4
- CCOc1ccc(C2Oc3nc(SC)nnc3-c3ccccc3N2C(C)=O)cc1OC (stereo not given)
  -2	-2	-11	-5	12	99	98	0	-8	0.6	6
- O=C(N1CCC(O)(c2cccnc2)CC1)C12CC3CC(CC(C3)C1)C2
  -9	1	-10	-4	35	97	100	-2	-8	-1.7	8
- CCOC(=O)c1cnn(-c2ccc(Cl)cc2)c1C1CCN(C(=O)OC(C)(C)C)CC1
  -6	0	-14	-10	35	101	99	3	-8	6.5	15
- COc1cccc(C2c3c(oc4ccc(F)cc4c3=O)C(=O)N2CCCN2CCOCC2)c1 (stereo not given)
  -1	-2	-6	-3	19	96	96	14	-3	1.5	4
- CCOc1ccccc1/C=C(\NC(=O)c1ccccc1)C(=O)NCCC(=O)O
  -6	-4	-3	-8	11	97	95	1	-4	0.1	4
- c1cnc(Oc2ccc(-c3nnco3)cc2)cn1
  -5	-2	4	0	5	107	106	0	4	0.1	6
- Cc1sc2nc(C3CC3)nc(SCC(=O)N3CCCc4ccccc43)c2c1C
  4	8	3	3	19	96	98	16	0	4.1	17
- CCOC(=O)CNC(=O)CSc1nnnn1-c1cc(C)ccc1C
  0	-2	-9	-9	33	117	121	2	-5	0.8	9
- CC(C)(C)Nc1c(-c2cccs2)nc2ccccn12
  -1	-2	-7	-1	14	103	106	4	-5	-0.3	9
- O=C(CN1C(=O)c2ccccc2C1=O)NCCc1c[nH]c2ccccc12
  -4	-1	0	-6	6	97	96	4	0	0.3	14
- CC1=Nc2ccccc2/C1=C/c1sc(=S)n(-c2cccc(C(=O)O)c2)c1O
  .	.	.	.	29	?	103	-3	?	0.1	10
- CC(=O)Nc1ccc(NC(=O)CSCc2cnn(-c3ccccc3)c2-n2cccc2)cc1
  -14	-2	-7	-8	39	96	101	4	-7	0.5	6
- O=S(=O)(Nc1ccc2c3c(cccc13)CC2)c1ccc(F)cc1
  1	-1	-1	-2	11	97	100	2	-3	0.2	13
- COc1cccc(C2C(C(=O)c3cccs3)=C(O)C(=O)N2CCN(C)C)c1OC (stereo not given)
  -3	-1	-13	-5	51	101	106	1	-6	0.5	9

(further entries)
smiles	Bcl-XL Bim block	Bim-Bcl-W	Bfl-1 Bim block	Bim-Bcl-B	GSH bead fluor	RGS7-Gao	RGS4-Gao reg	ABCG2 inh	Bcl-2 Bim block	ABCB1 block	Avidin bead fluor
NC1=NC2(CCCCC2)N=C(Nc2ccc(Br)cc2)N1	-8	-5	0	-3	10	107	109	-1	1	0.0	24
c1coc(CNc2nc3ccccc3n2CCN2CCOCC2)c1	-10	0	-13	-7	11	106	103	13	-11	0.5	6
CC1(C)CC(=O)C2=C(C1)N(Cc1ccc(F)cc1)C(=O)C2(NC(=O)c1cccnc1)C(F)(F)F (stereo not given)	-2	2	-8	-6	8	105	110	1	-1	0.1	9
COc1ccc(C2=NN(S(C)(=O)=O)C(c3cccs3)C2)cc1OC (stereo not given)	-2	3	-3	-11	14	89	94	2	5	0.9	9
CC1(C)Cc2ccccc2C(/C(=N\Nc2cccc(Cl)c2)C(N)=O)=N1	3	1	-4	3	9	94	95	.	2	.	8
COc1ccc(S(=O)(=O)N2CCC(C(=O)NCCc3ccc4c(c3)OCO4)CC2)cc1	-1	1	-3	-6	24	103	105	-1	-8	-1.9	13
CCOC(=O)c1ccc(NC(=O)Cc2coc3cc4c(cc23)CCC4)cc1	-7	-3	-1	-8	6	102	104	-15	-4	-1.1	12
O=C(NCCCN1CCOCC1)c1cc(-c2ccc(F)cc2)on1	0	-4	-3	-5	18	102	103	.	-2	.	3
CCOC(=O)C1(S(=O)(=O)c2ccc(Cl)cc2)CCN(Cc2ccc(C)cc2)CC1	-2	2	-12	-8	25	97	99	3	-7	1.3	5
Cc1cc(NC(=O)c2ccc([N+](=O)[O-])o2)ccc1NC(=O)c1ccco1	-2	-1	-6	-6	8	98	96	5	0	0.4	23
O=C(COc1ccccc1)N(Cc1ccco1)c1ccc(O)cc1	-4	-3	-16	-8	25	101	102	4	-8	0.6	36
CCC1CCCCN1C(=O)CSc1nnc(-c2cccc(Cl)c2)o1 (stereo not given)	1	4	1	0	27	95	96	5	0	0.7	4
O=C(NCc1cccnc1)c1cn(-c2ccccc2)nc1-c1ccccc1	-2	-2	-6	-6	20	?	104	7	-1	1.1	11
CCCCOCCCNC(=O)CN1C(=O)c2ccccc2C1=O	-2	0	-5	-1	55	95	97	1	-1	0.3	7
CC1=Nc2ccccc2/C1=C\c1sc(Nc2ccc(C)cc2)nc1O	-1	-1	2	-1	5	99	99	-4	2	-0.2	3
CSc1nnc(-c2ccc(Cl)cc2Cl)o1	-1	1	0	0	15	102	102	6	0	1.5	10
CC(C)N(CCO)C(=O)C(c1ccccc1)c1ccccc1	-1	-2	-3	0	11	99	100	-1	-5	0.1	37
COc1ccc(NC(=O)Cn2c(=O)n(-c3ccc(CC(=O)NCc4ccco4)cc3)c(=O)c3ccccc32)cc1	-2	-4	-1	-4	13	?	101	-1	0	-0.3	7
CCCN(CCC)S(=O)(=O)c1ccc(C(=O)N2CCC(=O)c3ccccc32)cc1	4	1	0	0	10	101	102	4	-2	1.8	24
O=C(Nc1nnc(C2CCCC2)s1)C1CCC1	0	2	-5	-4	22	95	100	0	-2	0.2	19
CC(=O)c1cccc(NC(=O)c2csc3c2CCCCC3)c1	-4	-4	-6	-2	15	100	98	31	0	-1.6	10
O=C(NCC1CCCO1)c1ccc(OC2CCN(C(=O)C3CC3)CC2)cc1 (stereo not given)	-1	0	-7	-2	12	95	94	6	-1	3.3	7
CCS(=O)(=O)Nc1ccc(C2=NN(C(=S)Nc3ccccc3)C(c3ccco3)C2)cc1 (stereo not given)	-4	0	3	-14	14	97	94	8	0	1.4	8
O=S(=O)(/C=C/c1ccccc1)N1CCN(c2ccc(F)cc2)CC1	-10	-1	-16	-10	28	102	99	1	-20	-0.3	13
CC(C)(C)n1nnnc1C(c1cccnc1)N1CCN(C(=O)c2ccco2)CC1 (stereo not given)	1	15	5	4	8	98	98	-5	0	-0.9	22
COc1ccc(-c2cc3nc(C)c(CCC(=O)NCc4ccc(F)cc4)c(C)n3n2)c(OC)c1	-1	-4	-1	-11	.	104	99	5	-1	2.6	6
Cc1ccc(C(=O)Nc2sc(C)c(C)c2C(=O)c2ccccc2)cc1	-12	-1	20	-45	9	122	89	-2	-10	-0.1	4
CCCCOC(=O)c1ccc(NC(=O)c2cc(Cl)c(Cl)cc2C(=O)O)cc1	-1	0	-5	-1	17	97	97	-1	0	-0.3	10
Cn1c(NCc2ccco2)nc2c1c(=O)n(Cc1ccc(Br)cc1)c(=O)n2C	-6	-1	-14	-7	14	100	98	44	-13	-0.5	11
Cc1ccc(NC(=S)N2CCN(C)CC2)c(C)c1	-1	-3	-5	-1	13	105	107	8	-1	0.4	10
Cc1cc(C)cc(-n2cnc3cc(C(=O)O)ccc32)c1	-4	1	-12	-5	18	98	96	1	-2	0.1	4
CCc1ccc(CN2CCN(S(=O)(=O)Cc3ccccc3)CC2)cc1	-3	0	-6	-4	62	103	100	3	-1	0.8	9
Cc1scc(C(=O)N/N=C/c2ccc(Cl)s2)c1C	0	1	2	0	10	99	100	7	1	0.5	3
CCOC(=O)CCN(Cc1cccs1)S(=O)(=O)c1ccc(F)cc1	-7	-2	-17	-7	23	100	99	8	-14	1.4	26
CCc1cccc(C)c1NC(=S)N(CCCN1CCN(C)CC1)Cc1cccs1	-4	-1	-4	-4	21	104	104	1	1	0.6	10
Cc1ccccc1NCC(=O)N/N=C/c1ccc([N+](=O)[O-])cc1	-11	-8	-1	-5	17	102	99	-2	2	-0.6	0
CC(C)NS(=O)(=O)c1ccc(OCC(=O)Nc2ccc3c(c2)OCO3)cc1	-7	-4	-5	-5	12	31*	38*	1	-6	-0.3	6
O=C(NC(=S)Nc1cc(S(=O)(=O)N2CCOCC2)ccc1N1CCOCC1)c1ccco1	-3	0	-4	-4	15	?	100	1	-2	1.2	11
Cc1ccccc1N1CCN(Cc2c(C#N)c3ccccc3n2C)CC1	-1	5	-9	-6	10	98	101	2	-7	0.6	8
O=C(c1ccccc1)N1CCCCC(Cl)C1=O (stereo not given)	-9	-2	-12	-6	11	104	100	1	-7	0.4	26

Three records picked at random from those above, as already listed:
smiles	Bcl-XL Bim block	Bim-Bcl-W	Bfl-1 Bim block	Bim-Bcl-B	GSH bead fluor	RGS7-Gao	RGS4-Gao reg	ABCG2 inh	Bcl-2 Bim block	ABCB1 block	Avidin bead fluor
Cc1cc(C)cc(-n2cnc3cc(C(=O)O)ccc32)c1	-4	1	-12	-5	18	98	96	1	-2	0.1	4
CCOC(=O)CCN(Cc1cccs1)S(=O)(=O)c1ccc(F)cc1	-7	-2	-17	-7	23	100	99	8	-14	1.4	26
CCc1cccc(C)c1NC(=S)N(CCCN1CCN(C)CC1)Cc1cccs1	-4	-1	-4	-4	21	104	104	1	1	0.6	10

Outcome played no part in choosing rows, and some 1.3% of all compounds hit somewhere here.
